Screens: PubChem BioAssay, National Center for Advancing Translational Sciences (NCATS)
D2 potentiator: positive allosteric modulators of human D2 dopamine receptor; P14416; HEK293 T-REx D2, calcium flux, EC20 dopamine potentiation; potentiation, % at 10 µM; hit rate 0.34% among 340,000;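 active means potentiation over 3 SD above the plate norm, cut at about 30% in these data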; further: 0% is about no effect
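Primary screen. Calcium kinetics in induced HEK293 T-REx D2 cells: compound pre-addition 180 s, EC20 dopamine, 180 s more.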
Vif-A3G inh: inhibitors of Vif-APOBEC3G interaction; hit rate 0.076% among 410,000; Potency, µM (top dose mostly 46.1 µM), for inactives: at the top dose activity, negative = active, actives largely listed as inhibitors; Q9HC16; HeLa A3G-eYFP + Vif (tagged APOBEC3G with the HIV-1 protein that degrades it), YFP fluorescence, overnight; AID 602310;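 further: potency means the concentration at half of the fitted maximal effect; on the % scale 0 is the no-effect control and ±100 the full control effect; nearly all actives have a fitted effect of over 60% in size; hits raise eYFP signal because A3G escapes Vif-driven loss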
Target sequence (Q9HC16 whole entry, looked up): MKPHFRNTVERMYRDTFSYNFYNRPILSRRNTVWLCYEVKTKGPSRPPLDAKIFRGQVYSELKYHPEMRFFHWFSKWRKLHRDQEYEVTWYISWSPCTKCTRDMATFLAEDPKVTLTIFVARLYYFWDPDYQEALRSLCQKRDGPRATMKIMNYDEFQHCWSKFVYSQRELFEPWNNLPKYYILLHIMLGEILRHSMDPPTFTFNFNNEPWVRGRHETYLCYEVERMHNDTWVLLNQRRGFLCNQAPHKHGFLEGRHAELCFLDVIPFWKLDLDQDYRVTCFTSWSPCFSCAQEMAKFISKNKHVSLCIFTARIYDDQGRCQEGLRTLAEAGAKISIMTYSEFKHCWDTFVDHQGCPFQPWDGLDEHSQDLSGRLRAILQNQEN
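HeLa cells stably expressing Vif and C-terminally eYFP-tagged A3G, seeded overnight at 37 deg C, then exposed to compound by pintool overnight at 37 deg C. Rise in yellow fluorescence (Ex 488/Em 500-530, Acumen) marks blocked Vif-driven A3G degradation.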
D1 PAM: enhances dopamine response at the human D1 receptor. HEK293 TREx D1 cells, calcium flux, dopamine EC20 potentiation. potentiation, % at 10 µM. hit rate 0.036% among 360,000; in the data active means potentiation above about 30%; further: 0% is about no effect
Target sequence (P21728 whole entry, looked up): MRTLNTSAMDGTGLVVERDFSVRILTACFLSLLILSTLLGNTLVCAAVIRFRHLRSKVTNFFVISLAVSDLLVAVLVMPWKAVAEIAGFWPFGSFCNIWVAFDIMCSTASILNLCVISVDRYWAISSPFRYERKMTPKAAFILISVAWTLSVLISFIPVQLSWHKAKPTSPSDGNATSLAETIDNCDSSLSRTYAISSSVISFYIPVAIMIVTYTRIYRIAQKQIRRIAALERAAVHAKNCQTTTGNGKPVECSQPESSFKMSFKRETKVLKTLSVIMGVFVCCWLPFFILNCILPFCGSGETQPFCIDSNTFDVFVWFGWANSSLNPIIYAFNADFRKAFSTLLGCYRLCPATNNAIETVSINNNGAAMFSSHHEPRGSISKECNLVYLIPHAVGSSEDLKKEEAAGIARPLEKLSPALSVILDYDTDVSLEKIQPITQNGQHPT
Vif-A3F inh: Vif-A3F binding inhibition. Potency, µM (doses to about 46.1 µM), for inactives: at the highest dose activity, negative = active. HeLa A3F-eYFP + Vif (tagged APOBEC3F with the HIV-1 protein that degrades it), YFP fluorescence increase. hit rate 0.2% among 390,000. AID 602313; further: potency means the concentration at half of the fitted maximal effect; % of control where 0% means no effect; nearly all actives have a fitted effect of over 65% in size
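HeLa cells stably expressing A3F-eYFP plus Vif, plated and incubated overnight at 37 deg C, then exposed to compounds overnight at 37 deg C. Blocked degradation read as raised yellow fluorescence (Ex 488/Em 500-530).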
D1 agonist: activates the human D1 dopamine receptor; P21728; HEK293 T-REx D1 cells, calcium flux, agonist mode; activation, % at 2 µM; hit rate 1% among 360,000; AID 504660; in the data active means activation above about 30%; further: 0% is about no effect
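Inducible HEK293 T-REx D1 cells, force-coupled to calcium signalling, were plated at 4000 cells/well with tetracycline and held overnight at 30 C. After no-wash calcium dye loading, compound-evoked calcium rise over 180 s flagged agonists.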
RXFP1 antag: blocks the human relaxin receptor RXFP1. Q9HBX9. hit rate 0.59% among 350,000. activity change, negative = inhibition, % at 57.5 µM. HEK293-RXFP1, relaxin-stimulated cAMP HTRF, 30 min; active compounds read low;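 active means activity change of -60% or lower, but not beyond a set lower limit; inconclusive means change between -60% and -40%, or beyond the set limit; inactive means change above -40%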; further: on the % scale 0 is the no-effect control and ±100 the full control effect
D1 antag: blocks dopamine activation of the human D1 receptor | activity change, negative = inhibition, % at 10 µM | hit rate 3.2% among 360,000 | HEK293 TREx D1 cells, calcium flux, dopamine EC80; active compounds read low | P21728; in the data active means activity change below about -30%; further: on the % scale 0 is the no-effect control and ±100 the full control effect
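Antagonism measured as reduced calcium response to an EC80 dopamine addition following 180 s compound pre-read; cells were inducible HEK293 Trex D1 plated overnight at 30 C, read kinetically at 1 cycle/sec.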
RXFP1 agonist: agonists of human relaxin receptor RXFP1; Q9HBX9; HEK293T-RXFP1 cAMP TR-FRET, 30 min; response scale: percent of porcine relaxin response, buffer zero; Potency, µM (titrated, usually from 57.5 µM), for inactives: top-dose activation, actives largely listed as activators; hit rate 0.3% among 370,000; AID 2676; further: potency means the concentration at half of the fitted maximal effect; on the % scale 0 is the no-effect control and ±100 the full control effect; nearly all actives have a fitted effect of over 60% in size; many of its hits are not listed in these tables
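Agonist response is measured as cAMP accumulation in an RXFP1-transfected HEK293T line under PDE4 inhibition. Values are scaled between buffer-only and 29 nM porcine relaxin, and EC50s come from standard Hill equation fits.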
GRP78 ERSR act: ER stress response induction in glioma | U87-MG GRP78 promoter luciferase reporter, 16 h | Potency, µM, for the others: top-dose activation, hits mostly activators | AID 602332 | hit rate 0.02% among 420,000; further: potency means the concentration at half of the fitted maximal effect; series mostly up to about 76 µM; % of control where 0% means no effect; nearly all actives have a fitted effect of over 35% in size
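Stably transfected U87-MG human glioma cells carrying a GRP78-based luminescent sensor were seeded at 1000 cells/well, pin-dosed with compounds and incubated 16 h. Luciferase reagent was then added, and end-point luminescence was read after 10 min at room temperature.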
* hit, by the source's call; ? = inconclusive; . = no result given; & = joins results of further samples. Unless noted, the call rests on the fitted dose curve; in most records, active means well fitted curve in the direction sought with a large enough effect; inconclusive means small, poorly fitted or top-dose-only effect, or another doubt; inactive means no such curve, though single readings can be large; an effect the other way counts as inactive or inconclusive.

Compound | D2 potentiator | Vif-A3G inh | D1 PAM | Vif-A3F inh | D1 agonist | RXFP1 antag | D1 antag | RXFP1 agonist | GRP78 ERSR act
O=C(COc1ccc2c3c(c(=O)oc2c1)CCC3)NCC(O)c1ccccc1 (stereo not drawn) | 18.0 | -2.6% | -7.1 | -5.8% | 1.1 | 5.1 | -23.9 | 24.7% | -3.2%
CC(=O)Nc1ccc(NC(=O)CSc2nnc3ccc(-c4cccnc4)nn23)cc1 | 7.3 | -1.0% | -4.9 | -1.0% | 0.9 | -12.7 | 6.1 | 9.7% | -3.9%
Cn1c(NC(=O)c2ccco2)c(-c2ccc(Cl)cc2)c(=O)c2ccccc21 | -4.0 | 1.4% | 3.5 | -0.1% | -0.7 | -1.6 | -2.5 | -0.5% | -4.4%
CCOC(=O)c1ccccc1NC(=O)Nc1cc2c(cc1N1CCCC1)n(C)c(=O)n2C | 5.4 | -0.9% | -1.0 | -8.1% | 0.1 | . | 3.7 | -1.1% | 0.3%
CCOC(=O)C1=C(C)NC2=C(C(=O)C(C(=O)OCC)C(c3ccccc3OC)C2)C1c1ccccn1 (stereo not drawn) | 8.4 | -1.7% | -6.0 | 11.3% | 3.4 | 7.0 | -5.7 | 4.0% | -6.2%
COc1ccc(OC)c2[nH]c(=O)c(CCNC(=O)C(C)(C)C)cc12 | -8.0 | 0.5% | -8.2 | 1.1% | 2.5 | . | 12.8 | 0.3% | -2.9%
O=C(NCc1cccnc1)Nc1ccccc1 | -0.7 | 0.7% | -3.0 | -1.7% | -0.9 | 6.9 | -14.9 | -0.9% | -1.7%
Cc1c(Cl)cccc1NC(=O)N1CCN(C(=O)c2ccco2)CC1 | -2.9 | -1.0% | 1.9 | 8.6% | 3.0 | 2.7 | -2.4 | -1.3% | -3.0%
C/C(CCC(=O)O)=N/Nc1ccc([N+](=O)[O-])cc1[N+](=O)[O-] | 12.7 | -1.4% | -6.7 | -14.4% | 7.1 | -8.0 | -26.1 | -0.6% | -0.2%
CC1(C)NC(=O)N(CCOc2cccc(Cl)c2Cl)C1=O | 8.0 | 1.5% | -4.2 | -13.6% | 7.1 | 6.4 | -19.9 | 0.6% | -0.5%
COc1ccc(S(=O)(=O)N(CCN2CCOCC2)Cc2cc(OC)ccc2OC)cc1 | -3.9 | -0.8% | -1.2 | . | 0.2 | 15.5 | 2.3 | -0.9% | -4.1%
C/C(=N/N1CCN(Cc2cccc3ccccc23)CC1)c1cccnc1 | -9.3 | 1.9% | -1.7 | -18.4% | 6.4 | ? | -11.2 | 0.5% | 0.0%
O=C(Nc1ccc(Oc2ccccc2)nc1)C1CCCCN1Cc1cccc(O)c1 (stereo not drawn) | 0.9 | -14.2% | -4.7 | -3.7% | 4.4 | -21.5 | -13.5 | -1.4% | 1.5%
CC(Nc1cc(N2CCNCC2)ccc1[N+](=O)[O-])c1ccccc1 (stereo not drawn) | -1.4 | -0.4% | -1.8 | -0.5% | 41.6* | 2.9 | 3.1 | -0.7% | -3.7%
Cc1c(O)ccc2c(CC(=O)N[C@@H](Cc3c[nH]c4ccccc34)C(=O)O)cc(=O)oc12 | -2.6 | -0.1% | -2.1 | -1.3% | 2.0 | -2.2 | -2.7 | 5.6% | 0.6%
O=C(CNC(=O)c1cccs1)N/N=C/c1cccc(Cl)c1 | -0.7 | -4.9% | -6.7 | 5.1% | 0.9 | 3.1 | 18.1 | -0.2% | 0.9%
CCOC(=O)c1ccc(Nc2ncnc3c2cnn3C)cc1 | -9.9 | -6.9% | -3.4 | -3.8% | 2.9 | 4.5 | 10.4 | 4.2% | -0.8%
CN(C)C(=O)c1ccc(NC(=O)c2cccc(S(=O)(=O)N3CCCc4ccccc43)c2)cc1 | . | -3.7% | -4.4 | ? | 7.5 | 1.6 | -31.3* | -0.5% | -3.6%
Cc1nc2scc(C)n2c(=O)c1S(=O)(=O)N1CCN(c2cccc(C(F)(F)F)c2)CC1 | 17.2&-3.2 | 2.5%&3.6% | -1.1&-3.5 | -1.8%&3.7% | -3.5&0.9 | -22.3&-6.5 | 3.9&1.5 | 3.3%&0.7% | -4.9%&-1.4%
CCn1c(Cc2cccs2)nnc1SCC(=O)Nc1ccc(OC)c(OC)c1 | -3.8 | -3.6% | -2.6 | 8.9% | 1.9 | 2.6 | 1.2 | 0.0% | 0.5%
C/C(=N\OC(=O)c1ccccc1)c1c(C)nc2cc(C)ccn12 | -5.3 | -0.2% | -4.9 | -1.4% | 0.4 | 3.9 | 2.2 | 2.3% | -2.7%
Cc1ccc(C(=O)NCc2ccco2)cc1S(=O)(=O)Nc1cccc(Cl)c1 | 9.7 | 1.8% | -4.0 | 5.0% | 3.8 | 5.6 | -1.4 | 3.7% | -3.8%
COc1ccccc1NC(=O)Cn1cnc2sc(C(=O)Nc3cc(OC)c(OC)c(OC)c3)c(C)c2c1=O | -1.3 | -0.7% | 0.1 | -11.1% | 1.6 | 10.3 | -3.0 | -0.5% | -1.5%
CC1CCc2c(sc(NC(=O)c3ccccc3)c2C(=O)Nc2ccccc2)C1 (stereo not drawn) | -1.7 | -4.8% | -0.7 | -10.9% | -0.5 | -11.8 | 4.1 | 3.4% | -0.1%
CCOc1nc(NCCO)nc(Nc2ccccc2F)n1 | 7.9 | 1.4% | -3.8 | 1.2% | -0.2 | 2.4 | -6.3 | 0.0% | 2.5%
Cc1cccc(NS(=O)(=O)c2ccccc2)n1 | 7.2 | 0.3% | -0.9 | 3.2% | 3.9 | 3.5 | -3.7 | 2.1% | -4.1%
CC(C)C(=O)N=c1sc2cccc(F)c2n1C | . | -0.5% | -8.0 | -5.9% | 2.9 | 1.7 | -9.3 | 2.1% | 3.4%
Cc1ccc(S(=O)(=O)c2cnc(SCC(=O)Nc3ccc4c(c3)OCCO4)[nH]c2=O)cc1Cl | -5.1 | -0.7% | 1.1 | 4.2% | 1.4 | . | 1.6 | -3.8% | -1.3%
COc1cccc(OC)c1C(=O)N1CCOCC1 | 1.1 | 2.2% | -0.1 | 0.9% | 2.1 | -11.4 | -1.9 | -0.5% | -5.5%
Cn1c(SCC(=O)NC2CCCCCC2)nnc1-c1cccs1 | -4.6 | 2.3% | -4.9 | 2.6% | -0.4 | 2.3 | 12.6 | 0.1% | -2.1%
COc1ccccc1C(=O)NS(=O)(=O)c1ccc(C)cc1 | . | 2.4% | . | -3.1% | . | 2.2 | . | . | -4.7%
CCOc1ccc(-n2ccnc2)nn1 | 14.9 | -0.7% | -3.5 | -3.7% | 0.4 | 4.6 | 9.5 | 3.6% | -2.0%
COc1ccc(NC(=O)c2ccc3c(c2)N(C)CCS3)cc1 | -16.4 | -0.2% | -1.3 | 4.6% | 1.3 | -5.1 | -28.9 | 2.9% | -2.1%
COc1ccc(C2CC(=O)n3nc(C45CC6CC(CC(C6)C4)C5)nc3S2)cc1OC (stereo not drawn) | -1.0 | 3.7% | -6.5 | -9.7% | 0.4 | 12.2 | 0.0 | -0.1% | -2.7%
COc1ccc(CN(C(=O)CNC(=O)c2ccco2)C(C(=O)NC2CCCC2)c2ccco2)cc1 (stereo not drawn) | -8.5 | 0.4% | 1.1 | 3.3% | 2.2 | -4.2 | 0.5 | 1.4% | -11.1%
O=C(NC1CCCC1)C1(c2ccccc2)CCN(S(=O)(=O)c2ccccc2)CC1 | 0.3 | 0.4% | -3.0 | -16.6% | 1.5 | 25.1 | -11.5 | -0.3% | -4.8%
CC(O)Cn1ccccc1=N (stereo not drawn) | -2.5 | -0.3% | -0.2 | -0.6% | 1.2 | -5.6 | 2.2 | 1.7% | -0.5%
CCOC(=O)c1[nH]c2ccc(Br)cc2c1NC(=O)CNC | . | 0.2% | -7.4 | -8.0% | -0.4 | 8.8 | -10.2 | 2.4% | -8.6%
COCCNC(=O)Cn1cnc2c(cnn2-c2ccc(OC)cc2)c1=O | -1.8 | 1.7% | -3.5 | -9.7% | 2.0 | 6.2 | -0.1 | 5.4% | -0.6%
O=C(/C=C/c1ccccc1)/C=C/c1ccccc1 | -13.0 | -20.4% | -6.8 | ? | 6.1 | -66.9* | 8.6 | 6.1% | -8.7%
COc1ccc(NC(=O)CN(c2ccc(C)cc2)S(=O)(=O)c2cccc3nonc23)cc1OC | 19.0 | -5.9% | 2.7 | 1.7% | 0.5 | . | -12.6 | 1.8% | ?
N#Cc1ccsc1NC(=O)CN1CCN(Cc2ccccc2)CC1 | -23.6 | 1.7% | -4.5 | 1.6% | -0.2 | -4.3 | 13.1 | 1.3% | -6.9%
COc1cc(/C=N/NC(=O)C(N)=O)ccc1OC(=O)c1cccs1 | 15.9 | -0.3% | 2.7 | -5.2% | 0.1 | 2.8 | 17.6 | 0.4% | 2.8%
CCn1nc(C)cc1C(=O)N1CCCC(N2CCN(Cc3ccc4c(c3)OCO4)CC2)C1 (stereo not drawn) | -5.9 | 4.2% | -1.7 | -2.3% | 8.3 | -4.2 | -22.7 | 0.0% | 0.2%
O=C(c1ccccc1)C(CCC(CN1CCOCC1)C(=O)c1ccccc1)CN1CCOCC1 (stereo not drawn) | . | -25.3% | -2.2 | -4.4% | -0.1 | -67.9* | 4.4 | 1.3% | -16.4%
Fc1ccc(-n2cc(-c3ccccc3)c3c(=S)nc[nH]c32)cc1 | 4.3 | -19.5% | -13.8 | -3.1% | 1.9 | ? | -40.6* | 3.7% | -4.5%
CC(=O)Nc1ccc(NC(=O)Cc2sc(-c3cccnc3)nc2-c2ccc(C)cc2)cc1 | 2.5 | -21.3% | -2.4 | -16.7% | 3.7 | 1.6 | -8.7 | 4.8% | ?

This is a subset, so the mix of outcomes need not match the whole.
